uPA generation: qHTS for Inhibitors of Cell Surface uPA Generation | AID 540303, 2011 | cell surface uPA generation assay, qHTS | hit rate 0.31% among 330,000 | Potency, µM (titrated, usually from 38.3 µM), for the others: top-dose activity change, negative = inhibition, actives largely listed as inhibitors; active means well fitted inhibition curve with a large enough effect; inconclusive means small, poorly fitted or top-dose-only effect; inactive means no such curve, though single readings can be large or run the other way; tested in mouse RAW 264.7 cells; further: potency means the concentration at half of the fitted maximal effect; on the % scale 0 is the no-effect control and ±100 the full control effect; nearly all actives have a fitted effect of over 55% in size
TRPV1 ag: HTS Assay for Compounds that Act as Agonists of the Vanilloid Receptor 1; TRPV1-expressing cells, Fluo-8 calcium influx, agonist mode; activation, % at 8.33 µM; hit rate 0.19% among 320,000; AID 540275, 2011; in the data active means activation above about 80%; inconclusive means between about 30% and that limit; further: 0% is about no effect
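Cells expressing TRPV1 were dye-loaded with Fluo-8 and read kinetically: 10 s baseline, 3 min after compound (agonist portion), then 2 min after EC20 capsaicin (allosteric enhancer portion). Calcium-bound dye fluorescence at 480/520 nm.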
Eya2 inh: qHTS Assay for Inhibitors of the Phosphatase Activity of Eya2. Protein phosphatase EYA2 (Homo sapiens), O00167. recombinant Eya2, OMFP fluorescence dephosphorylation (OMFP is methylfluorescein phosphate). Potency, µM (doses to about 76.9 µM), without a hit: at the top dose activity, negative = inhibition, usual class: inhibitors. hit rate 0.006% among 330,000; further: potency means the concentration at half of the fitted maximal effect; on the % scale 0 is the no-effect control and ±100 the full control effect
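Eya2 (0.2 uM) preincubated 10 min at ambient with compound, then OMFP substrate added at 50 uM; 10 min reaction in 50 mM HEPES pH 7.5, 50 mM NaCl, 5 uM MgCl2, 0.05% BSA, 1 mM DTT. Fluorescence read at Ex 485/Em 525 nm.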
B2AR arrestin: qHTS assay of beta-arrestin-biased ligands of beta2-adrenergic receptor | Beta-2 adrenergic receptor (Homo sapiens), P07550 | beta-arrestin recruitment to beta2AR, cell-based reporter | Potency, µM (titrated, usually from 46.1 µM), inactives show at the top dose activation, most hits filed as activators | hit rate 0.02% among 330,000;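 further: potency means the concentration at half of the fitted maximal effect; 0% = DMSO controls and full agonism = EC100 isoproterenol or metaproterenol; nearly all actives have a fitted effect of over 65% in size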
ELG1 genotox: qHTS screen for small molecules that induce genotoxicity in human embryonic kidney (HEK293T) cells expressing luciferase-tagged ELG1; AID 504466, 2011; hit rate 1.3% among 330,000; HEK293T ELG1-luciferase reporter, luminescence, 16 h; Potency, µM (top dose mostly 46 µM), without a hit: at the highest dose activity change, positive = activation, most hits filed as activators; further: potency means the concentration at half of the fitted maximal effect; % of control where 0% means no effect; nearly all actives have a fitted effect of over 60% in size
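DMSO vehicle served as control against compound-treated ELG1-luciferase HEK293T cells; exposure lasted 16 hr at 37 °C and 5% CO2, followed by ONE-Glo luminescence detection after 30 min.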
USP2a inh: qHTS Assay for Inhibitors of Ubiquitin-specific Protease USP2a Using CHOP2 as the Reporter | hit rate 0.01% among 330,000 | Ubiquitin carboxyl-terminal hydrolase 2 (Homo sapiens), O75604 | USP2 core, Ub-CHOP2 coupled fluorogenic reporter, 485/531 | Potency, µM (doses to about 38.3 µM), without a hit: top-dose activity change, negative = inhibition, most hits filed as inhibitors;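 further: potency means the concentration at half of the fitted maximal effect; plate controls were DMSO wells for no effect and full inhibition by NEM control for full effect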
Target sequence (O75604 whole entry, looked up): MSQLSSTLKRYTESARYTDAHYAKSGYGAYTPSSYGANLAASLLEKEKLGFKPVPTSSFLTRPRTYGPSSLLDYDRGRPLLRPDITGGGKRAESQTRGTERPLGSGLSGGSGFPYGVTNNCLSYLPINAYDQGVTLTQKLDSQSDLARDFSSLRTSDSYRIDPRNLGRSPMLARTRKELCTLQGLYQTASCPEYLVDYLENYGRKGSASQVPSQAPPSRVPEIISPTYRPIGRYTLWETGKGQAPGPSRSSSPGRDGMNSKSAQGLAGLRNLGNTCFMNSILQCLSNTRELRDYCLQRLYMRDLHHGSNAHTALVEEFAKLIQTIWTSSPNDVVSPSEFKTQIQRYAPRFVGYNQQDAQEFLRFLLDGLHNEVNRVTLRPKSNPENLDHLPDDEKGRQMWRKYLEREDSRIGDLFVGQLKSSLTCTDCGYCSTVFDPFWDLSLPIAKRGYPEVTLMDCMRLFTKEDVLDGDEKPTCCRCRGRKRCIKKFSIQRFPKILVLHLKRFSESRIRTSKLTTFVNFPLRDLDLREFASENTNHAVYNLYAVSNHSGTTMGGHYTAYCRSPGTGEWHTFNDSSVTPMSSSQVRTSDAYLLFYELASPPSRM
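USP2 core (10nM final) preincubated 30min RT with compound in 20mM Tris-HCl pH 8.0, 2mM CaCl2, 2mM beta-mercaptoethanol, 0.05% CHAPS; 25nM Ub-CHOP2 plus 25nM reporter substrate added, fluorescence (Ex485/Em531) read after 60min.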
ASM inhibitor: Inhibitors of Secretory Acid Sphingomyelinase (S-ASM): qHTS; Sphingomyelin phosphodiesterase (Homo sapiens), P17405; placental ASM, HMU-PC fluorogenic substrate, 60 min; Potency, µM (series often up to 57.5 µM), without a hit: at the top dose activity change, negative = inhibition, actives largely listed as inhibitors; hit rate 0.006% among 340,000; AID 504937, 2011; further: potency means the concentration at half of the fitted maximal effect
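Fluorescence read-out (Ex 386 nm, Em 447 nm) after stopping the reaction at pH 10. Enzyme: ASM from human placenta; substrate HMU-PC0, 9 uM final; 60 min, 37 °C. Compound preincubation 10 min, ambient temperature.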
p53 reactivation: qHTS assay for re-activators of p53 using a Luc reporter | Potency, µM (doses to about 92.2 µM), without a hit: top-dose activity change, positive = activation, hits mostly activators | hit rate 0.063% among 320,000 | H1299 p53-A138V BP100-luciferase reporter, luminescence, 24 h; further: potency means the concentration at half of the fitted maximal effect; % of control where 0% means no effect; nearly all actives have a fitted effect of over 45% in size
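H1299 (p53-null), stable ts p53-A138V + BP100-Luc; 1000 cells/well, Opti-MEM/10% FBS; cpd 4 pt, 1:5; 24 h, 37 deg C, 5% CO2; detection reagent 10 min RT; luminescence.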
TSG101-PTAP inh: qHTS Assay for Iinhibitors of HIV-1 Budding by Blocking the Interaction of PTAP/TSG101; Fluorescence polarization, FITC-PTAP peptide / Tsg101 binding; 340,000 tested, under 10 active; Potency, µM (titrated, usually from 115 µM), inactives show at the top dose activity change, negative = inhibition, actives largely listed as inhibitors; Tumor susceptibility gene 101 protein (Homo sapiens), Q99816; active means well fitted inhibition curve with a large enough effect in the main read-out, with a control signal flat, not every such curve was filed as active; inconclusive means small, poorly fitted or top-dose-only effect, or effect the other way, or a change in a side signal; inactive means no such curve, though single readings can be large or run the other way; further: potency means the concentration at half of the fitted maximal effect; % of control where 0% means no effect
Target sequence (Q99816 whole entry, looked up): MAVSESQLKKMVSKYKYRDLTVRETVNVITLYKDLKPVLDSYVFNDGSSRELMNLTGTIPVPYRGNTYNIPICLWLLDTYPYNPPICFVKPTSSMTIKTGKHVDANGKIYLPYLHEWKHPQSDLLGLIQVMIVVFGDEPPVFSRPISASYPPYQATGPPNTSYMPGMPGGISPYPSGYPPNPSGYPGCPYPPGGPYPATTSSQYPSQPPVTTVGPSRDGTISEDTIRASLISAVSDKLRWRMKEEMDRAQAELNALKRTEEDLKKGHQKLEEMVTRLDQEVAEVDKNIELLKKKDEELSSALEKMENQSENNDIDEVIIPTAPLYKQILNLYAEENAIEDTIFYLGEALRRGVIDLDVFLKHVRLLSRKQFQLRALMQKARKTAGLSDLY
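Compounds were pin-transferred onto Tsg101 binding domain (10 uM final) in HEPES pH 7.5 buffer, then FITC-PTAP peptide was added at 50 nM final. After 20 min at RT, polarization reported peptide displacement across a qHTS concentration series.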
Integrin act MD: qHTS for Activators of Integrin-Mediated Alleviation for Muscular Dystrophy; alpha7betagal myoblasts, beta-gal FDG fluorescence, 48 h; Potency, µM (series often up to 38.3 µM), for inactives: top-dose activation, hits mostly activators; hit rate 0.064% among 350,000;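 further: potency means the concentration at half of the fitted maximal effect; 100% = response of the positive control SU9516; nearly all actives have a fitted effect of over 60% in size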
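alpha7betagal+/- myoblasts (passage 13, 250/well) treated 48 h at 37C with compounds at 1:260 dilution of DMSO stock. Lysed, then beta-galactosidase activity read as FDG fluorescence (ex 480/em 540) after 30 min, with pre-read for autofluorescence.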
BRCA1 expr act: qHTS Assay to Identify Small Molecule Activators of BRCA1 Expression; MCF7-BRCA1-FFLuc reporter, luminescence, 48 h; response scale: scaled: vehicle 0%, 10 µM genistein 100%; Potency, µM (highest dose often 46.1 µM), for inactives: top-dose activation, most hits filed as activators; hit rate 1.1% among 380,000; AID 624202, 2012; further: potency means the concentration at half of the fitted maximal effect; nearly all actives have a fitted effect of over 80% in size; some results filed as inactive show a strong effect at the top dose
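Compounds are tested at multiple concentrations on MCF7 BRCA1-luciferase reporter cells seeded at 2000 per well; after 48 h, a single luminescence end-point is taken and curves fitted to the normalized data.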
* hit, by the source's call; i = inactive; ? = inconclusive; / = no result given; [ ] = another dose, or the depositor's remark. Unless noted, the call rests on the fitted dose curve; in most records, active means well fitted curve in the direction sought with a large enough effect; inconclusive means small, poorly fitted or top-dose-only effect, or another doubt; inactive means no such curve, though single readings can be large; an effect the other way counts as inactive or inconclusive.

no.	canonical_smiles	uPA generation	TRPV1 ag	Eya2 inh	B2AR arrestin	ELG1 genotox	USP2a inh
1	O=C(CN1CCSc2ccccc21)NCCCc1ccccc1	0%	1	4%	0.1%	14%	-1%
2	O=[N+]([O-])c1ccc2[nH]c(O)c(N=NC(=S)NCC3CCCO3)c2c1 (stereo not given)	-3%	-3	-2%	-2.1%	-2%	4%
3	Cc1cccc(CN2CCC(Oc3ccc(C(=O)N4CCCCC4)cc3)CC2)c1	?	30	-8%	-0.6%	-7%	-2%
4	CCOC(=O)N1CCN(C(=O)COc2cccc3c2CCN(Cc2ccc(F)cc2)C3=O)CC1	0%	-2	-5%	0.2%	-8%	-2%
5	OCc1nc2ccccc2n1CC(O)COc1ccccc1 (stereo not given)	-3%	6	-11%	-0.2%	-6%	-1%
6	CC(=O)C[C@@H](O)CC(=O)[C@H]1OC(=O)CCCCCCCCc2ccccc21	-14%	/	-1%	-2.0%	0%	1%
7	Cn1nnnc1SCc1ccc([N+](=O)[O-])cc1	-7%	-1	2%	-0.4%	1%	3%
8	Cc1ccccc1CSCC(=O)NC1CCCC1	-2%	18	-22%	2.9%	18%	1%
9	O=C(COC(=O)c1ccccc1C(=O)OCC(=O)NCCc1c[nH]c2ccccc12)NCCc1c[nH]c2ccccc12	-2%	0	25%	0.2%	-5%	-6%
10	COC(=O)C1=CO[C@@H](O[C@@H]2O[C@H](CO)[C@@H](O)[C@H](O)[C@H]2O)C2C1CC(O)O[C@H]2C (stereo not given in full)	12%	/	-7%	-1.0%	5%	2%
11	CC(C)(C)OC(=O)N1CCC(c2c(C(=O)NCC3CCN(C4CCCC4)C3)cnn2-c2ccccc2Cl)CC1 (stereo not given)	0%	0	-15%	0.0%	1%	0%
12	CCC(=O)Nc1c2c(nn1-c1ccc(C)cc1)CS(=O)(=O)C2	-28%	0	0%	-0.6%	0%	0%
13	Cc1ccc([N+](=O)[O-])cc1S(=O)(=O)NCCc1c(C)[nH]c2c(C)cccc12	-6%	1	-3%	-1.8%	0%	-1%
14	CCOC(=O)CSc1nnc(CNC(=O)c2ccc(OC)c(OC)c2)n1C	19%	3	16%	-0.1%	-4%	-1%
15	CCOC(=O)c1c(NC(=O)C2Cc3ccccc3C(=O)O2)sc2c1CCCC2 (stereo not given)	1%	/	/	/	/	/

no.	ASM inhibitor	p53 reactivation	TSG101-PTAP inh	Integrin act MD	BRCA1 expr act
1	38%	17%	1%	-30%	-1%
2	/	-5%	-8%	-9%	-14%
3	4%	-12%	-1%	-32%[inhibitor]	-1%
4	0%	-7%	0%	-27%	-25%
5	0%	-5%	-7%	18%	1%
6	1%	-8%	-5%	-4%	0%
7	-1%	-2%	-3%	32%	15%
8	2%	9%	-4%	7%	57%
9	-11%	7%	-2%	-17%	-25%
10	3%	-4%	0%	1%	16%
11	1%	-13%	-6%	-61%[inhibitor]	-16%
12	-3%	8%	-1%	-20%	-7%
13	-14%	-4%	-4%	15%	-13%
14	4%	-4%	/	8%	-19%
15	4%	/	2%	3%	-20%

4 compounds from above, ordered by molar mass, lowest first.
no.	canonical_smiles	uPA generation	TRPV1 ag	Eya2 inh	B2AR arrestin	ELG1 genotox	USP2a inh
7	Cn1nnnc1SCc1ccc([N+](=O)[O-])cc1	-7%	-1	2%	-0.4%	1%	3%
8	Cc1ccccc1CSCC(=O)NC1CCCC1	-2%	18	-22%	2.9%	18%	1%
13	Cc1ccc([N+](=O)[O-])cc1S(=O)(=O)NCCc1c(C)[nH]c2c(C)cccc12	-6%	1	-3%	-1.8%	0%	-1%
4	CCOC(=O)N1CCN(C(=O)COc2cccc3c2CCN(Cc2ccc(F)cc2)C3=O)CC1	0%	-2	-5%	0.2%	-8%	-2%

no.	ASM inhibitor	p53 reactivation	TSG101-PTAP inh	Integrin act MD	BRCA1 expr act
7	-1%	-2%	-3%	32%	15%
8	2%	9%	-4%	7%	57%
13	-14%	-4%	-4%	15%	-13%
4	0%	-7%	0%	-27%	-25%

(more compounds)
no.	canonical_smiles	uPA generation	TRPV1 ag	Eya2 inh	B2AR arrestin	ELG1 genotox	USP2a inh
16	Cn1c(CNc2nc(-c3ccccc3)cs2)nnc1SCC(=O)OC1CCCCC1	5%	4	-11%	-0.1%	-1%	0%
17	COc1ccc(-c2nn(-c3ccccc3)cc2CNCCN2CCOC2=O)c(F)c1	-6%	0	-5%	0.0%	5%	-1%
18	CC(C)CCOc1ccc(C(CC(N)=O)C(=O)O)cc1 (stereo not given)	-5%	2	25%	-0.8%	2%	-2%
19	CC(=O)N/C(N)=N/c1nc(=O)c2ccccc2s1	-9%	1	5%	-0.6%	18µM*	0%
20	COC(=O)c1c(NS(=O)(=O)c2ccccc2)csc1C	-1%	9	-4%	-0.1%	-2%	1%
21	O=C(NCc1ccco1)c1cnc2sccn2c1=O	5%	3	-26%	-0.2%	-1%	2%
22	Cc1cccc(N2CCN(S(=O)(=O)c3ccc4[nH]c(=O)c(=O)[nH]c4c3)CC2C)c1 (stereo not given)	/	1	-12%	0.1%	-3%	2%
23	COc1ccc2[nH]c(C)c(CCNC(=S)Nc3ccccc3C)c2c1	12%	12	-7%	0.4%	-1%	3%
24	O=C(N1CCOCC1)N1CCOCC1	7%	0	7%	-0.4%	-6%	1%
25	CCOC(=O)N1CCN(C(=O)NC23CC4CC(CC(C4)C2)C3)CC1	0%	?	-1%	-0.4%	8%	2%
26	COc1cc(CNCc2ccccn2)ccc1OCC(=O)NC1CCCCC1	-7%	-3	-1%	-0.2%	0%	-9%
27	Cc1ccc(NC(=O)C(=O)NCC2CCCO2)cc1 (stereo not given)	0%	3	6%	-0.2%	?	0%
28	COC(=O)c1cn(NC(=O)Cc2ccc(Cl)cc2)c(=O)c2ccccc12	2%	3	3%	-0.5%	1%	0%
29	Cc1cc(NC(=O)Cn2nc(C(=O)O)c3ccccc3c2=O)c([N+](=O)[O-])cc1C	-2%	-2	0%	-0.5%	3%	0%
30	Nc1cc2nn(-c3ccccc3)nc2cc1Cl	-10%	-12	-23%	0.4%	24%	0%
31	COC(=O)C1=C(C)NC2=C(C(=O)CC(C)(C)C2)C1c1cnn(C)c1C (stereo not given)	0%	0	2%	-0.2%	1%	2%

no.	ASM inhibitor	p53 reactivation	TSG101-PTAP inh	Integrin act MD	BRCA1 expr act
16	-7%	-1%	-4%	24%	-10%
17	3%	1%	-3%	-9%	-23%
18	1%	-2%	-4%	-11%	3%
19	-6%	9%	-4%	1%	?
20	0%	0%	6%	-17%	-3%
21	-2%	5%	0%	12%	34%
22	/	1%	/	/	/
23	-5%	4%	-5%	-23%	0%
24	5%	4%	-4%	4%	-29%
25	0%	3%	-3%	-35%	-11%
26	4%	6%	-5%	21%	-29%
27	2%	5%	-1%	5%	10µM*
28	-2%	-10%	-3%	-12%	-6%
29	-2%	6%	-5%	0%	-25%
30	i	?	-4%	0%	45%
31	453%[activator]	4%	1%	8%	-14%

Source: PubChem
